HCT116 PTEN-null = suppresses growth of cells with PTEN deletion; HCT116 PTEN-null viability, CellTiter-Glo, 60 h; active compounds read low; viability, % at 10 µM; actives 1.2% (n = 140,000); AID 827;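 active means viability at or below a set limit, 4 SD under the median of all tested compounds, cut at about 3.7% in these data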;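 further: PTEN knockout HCT116 line with beta catenin targeted HCT116 as companion control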
BB579 growth dn = chemicals that inhibit yeast BB579 growth in restrictive medium (lifespan-shortening candidates) | S. cerevisiae BB579 growth, OD615, 48 h | inhibition, % at 10 µM | actives 0.51% (n = 140,000) | AID 804;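 active means inhibition above a set limit, 3 SD over the mean compound inhibition, cut at about 44% in these data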; further: inactives centre near -24
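Assay system: S. cerevisiae DeaD strain BB579 yeast. Medium: CSMM-D restrictive synthetic medium containing dextrose (glucose). Times: 4 h cell preincubation, 48 h compound exposure, 30 °C humidified. Signal: OD615 turbidity measurement. Benchmarks: positive control amphotericin B 10 µg/mL.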
Yeast lifespan up = extends the lifespan of yeast. actives 0.68% (n = 130,000). AID 775. S. cerevisiae growth with nicotinamide, OD615; deaD strain in restrictive glucose medium. inhibition of the nicotinamide effect, % at 10 µM;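 active means inhibition above a set limit, placed 3 SD over the median of all compounds, cut at about 26% in these data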;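 further: 0% = nicotinamide-treated wells and 100% = cells grown without nicotinamide; some compounds called inactive have numbers as strong as hits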
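Buffer or medium: CSMM-D glucose medium, restrictive; test system: modified budding yeast, DeaD strain; compound: single dose 10 µM compound, 0.25% DMSO; schedule: culture preincubation 4 h, compound exposure 48 h, both 30 °C; detection: optical density (absorbance) at 615 nm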
MRP1 act = MRP-1 activation; H69AR cells + doxorubicin, viability rescue, CellTiter-Glo; viability increase, % at 10 µM; actives 0.61% (n = 140,000); AID 799;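 active means viability gain under doxorubicin at or above a set limit, the compound median plus 3 SD, cut at about 4.7% in these data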;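 further: MRP-1 overexpressing cells given doxorubicin 25 µM after compound pretreatment; 18-22 h compound pretreatment then 72 h with doxorubicin before readout; 0% = doxorubicin-only wells and 100% = vehicle-treated cells without doxorubicin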
E-sel TNF inh = blocks E-selectin expression induced by TNF alpha; HUVEC TNFa-induced E-selectin immunofluorescence, high content; inhibition, % at 2 µM; actives 0.71% (n = 120,000); AID 1246;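 active means inhibition above the batch mean plus 3 SD, and confirmed as a hit on visual image review, cut at about 43% in these data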;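 further: 0% = TNF-stimulated DMSO wells and 100% = unstimulated control wells; not every result past the cut was called active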
bCat KO growth = beta-catenin-lacking colon tumor cell growth suppression; HCT116 beta-catenin knockout viability, CellTiter-Glo, 60 h; active compounds read low; viability, % at 10 µM; actives 1.5% (n = 140,000);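 active means viability at or under a set limit, the compound median less 4 SD, cut at about 6% in these data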;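 further: 0% = Hyamine 1622 control at 20 µM and 100% = untreated cell control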
Phagocytosis inh = inhibitors of macrophage phagocytosis; J774A.1 macrophage IgG-bead phagocytosis, imaging; inhibition, % at 5 µM; actives 0.07% (n = 110,000);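 active means inhibition above the mean of the plate negative controls plus 5 SD, cut at about 13% in these data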;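 further: phagocytic index as fraction of beads internalized from green versus red external bead signal; plate controls were DMSO negative control for no effect and cytochalasin-D positive control for full effect; some results beyond the cut were filed as inactive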
NPY Y2 blocker = NPY-Y2 (human) receptor antagonism; P49146; NPY-Y2 expressing cells, antagonist mode; inhibition, % at 2.7 µM; actives 0.99% (n = 140,000); AID 793; in the data active means inhibition above about 17%;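 further: 0% = vehicle with agonist challenge and 100% = reference antagonist with challenge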
Target sequence (P49146 whole entry, looked up): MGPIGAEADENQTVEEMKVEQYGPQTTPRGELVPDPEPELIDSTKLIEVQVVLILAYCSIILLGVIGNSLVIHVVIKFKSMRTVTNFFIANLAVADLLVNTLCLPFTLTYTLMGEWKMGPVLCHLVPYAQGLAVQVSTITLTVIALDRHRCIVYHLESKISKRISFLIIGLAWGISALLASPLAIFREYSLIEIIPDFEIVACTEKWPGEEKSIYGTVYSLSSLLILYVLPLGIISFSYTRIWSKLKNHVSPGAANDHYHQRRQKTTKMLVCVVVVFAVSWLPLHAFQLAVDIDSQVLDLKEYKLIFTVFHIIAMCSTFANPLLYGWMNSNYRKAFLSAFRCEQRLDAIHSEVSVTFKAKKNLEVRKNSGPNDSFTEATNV
Measles CPE = protection of cells from measles virus | actives 1.5% (n = 140,000) | protection (pct of control), % at 4 µM | Measles virus-infected cells, CPE protection, absorbance; in the data active means protection mostly above about 24%, no sharp cut-off; inactive means mostly below about 26%; further: some compounds called inactive have numbers as strong as hits
GALR2 antag = GALR2 (human) receptor antagonism; AID 828; O43603; inhibition, % at 4 µM; actives 0.39% (n = 140,000); GALR2-expressing cells, antagonist mode; in the data active means inhibition above about 27%;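 further: cells stimulated with galanin 1-16 at roughly its EC80; 0% = agonist challenge control and 100% = basal control without agonist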
Active calls of the source: *; / = not tested or not shown.

Field names: A = HCT116 PTEN-null; B = BB579 growth dn; C = Yeast lifespan up; D = MRP1 act; E = E-sel TNF inh; F = bCat KO growth; G = Phagocytosis inh; H = NPY Y2 blocker; I = Measles CPE; J = GALR2 antag
1: COc1ccc(C(=O)c2ccc(N3CCOCC3)cc2)c(OC)c1
  A: 88; B: -55; C: -2; D: -3.6; E: /; F: 95; G: -2; H: 1; I: 1; J: 5

2: CC(CNCc1ccc2c(c1)OCO2)NCc1ccc2c(c1)OCO2 (configuration not stated)
  A: 73; B: -29; C: 6; D: -3.9; E: /; F: 69; G: 0; H: 19*; I: 11; J: -11

3: Cc1ccc(C2=NN(C(=O)CSc3nc(N)cc(N)n3)C(c3ccco3)C2)cc1 (configuration not stated)
  A: 89; B: -11; C: 0; D: -0.7; E: -5; F: 81; G: -2; H: 0; I: 3; J: -2

4: CSc1nnc(-c2cc(-c3ccc(C)cc3)nc3ccccc23)o1
  A: 99; B: -38; C: 5; D: 0.6; E: /; F: 89; G: 11; H: 5; I: 4; J: -2

5: NC(=O)CSCc1nc2ccccc2s1
  A: /; B: -12; C: -10; D: -1.5; E: 23; F: 89; G: 0; H: 0; I: 19; J: 31*

6: COc1ccc(-c2nnc(SCC(=O)NCc3ccco3)n2C)cc1
  A: 96; B: 0; C: -4; D: -3.2; E: 5; F: 91; G: 0; H: 3; I: 21; J: -6

7: COc1ccc(OCC(O)Cn2cnc(-c3ccc(Br)cc3)c2)cc1 (configuration not stated)
  A: 97; B: -25; C: /; D: -0.8; E: -28; F: 85; G: /; H: 6; I: 4; J: 5

8: COc1cc(C(=S)N2CCC(C)CC2)ccc1O
  A: 103; B: -49; C: -5; D: 0.5; E: -53; F: 107; G: 1; H: 0; I: 5; J: 3

9: c1ccc2c(c1)nc(NCC1CCCO1)c1nnnn12 (configuration not stated)
  A: 99; B: -26; C: -11; D: -2.5; E: 23; F: 87; G: /; H: 0; I: 26; J: 9

10: CCOC(=O)c1ccc(CN(Cc2ccccc2)S(=O)(=O)c2cccc([N+](=O)[O-])c2)cc1
  A: 92; B: -20; C: 1; D: 0.1; E: 11; F: 85; G: /; H: 4; I: 3; J: -4

11: COc1ccc(Cn2c(SCc3ccc(C)cc3)nc3cc(OC)c(OC)cc3c2=N)cc1Cl
  A: 1.2*; B: -11; C: -7; D: -5.8; E: /; F: 1.2*; G: 2; H: 25*; I: 0; J: -18

12: N#Cc1c(NC(=O)CSc2nc(-c3ccco3)cc(C(F)(F)F)n2)sc2c1CCCC2
  A: 86; B: -68; C: 0; D: -0.3; E: 7; F: 97; G: -1; H: 1; I: 28; J: 14

13: Clc1ccccc1CSc1ncn(-c2ccccc2)n1
  A: 85; B: -1; C: /; D: -4.7; E: -27; F: 79; G: /; H: 5; I: 26; J: 5

14: COc1ccc(C(=O)CSc2nnc(CNc3ccc(C)cc3C)o2)cc1
  A: 100; B: -43; C: 1; D: -2.5; E: -27; F: 103; G: 0; H: 6; I: 9; J: 1

15: CC(/C=N/NC(=O)c1cc(-c2cccnc2)nc2c1c(C)nn2-c1ccccc1)=C\c1ccccc1
  A: 62; B: -18; C: -1; D: 0.6; E: /; F: 63; G: 0; H: 5; I: 3; J: 9

16: COCCn1c(SCC(=O)Nc2cc(C)cc(C)c2)nnc1C(C)C
  A: 104; B: -32; C: -5; D: -2.0; E: -29; F: 93; G: 0; H: 3; I: 11; J: -8

17: O=C(N/C=C\c1ccccc1)NCc1ccc(Cl)cc1
  A: 87; B: -40; C: -16; D: -0.1; E: -23; F: 100; G: -2; H: -1; I: 27; J: 9

18: CCc1nc(SCC(=O)N2CC(=O)Nc3ccccc32)c2c(C)c(C)sc2n1
  A: 73; B: -30; C: -14; D: -1.8; E: -26; F: 77; G: -5; H: 1; I: 19; J: -3

19: O=C(c1ccc2c(=O)n(Cc3ccc4c(c3)OCO4)c(=S)[nH]c2c1)N1CCCCC1
  A: 65; B: -31; C: 1; D: -3.2; E: -38; F: 80; G: -1; H: 0; I: 25; J: -7

20: O=C(c1ccc(S(=O)(=O)Cc2cc(F)ccc2F)c([N+](=O)[O-])c1)N1CCCCC1
  A: 51; B: -42; C: 8; D: -5.0; E: -4; F: 60; G: -1; H: 2; I: 14; J: 14

21: Fc1ccccc1NC(=S)N1CCN(Cc2ccccc2)CC1
  A: 95; B: -17; C: 2; D: 1.0; E: /; F: 92; G: -5; H: -1; I: 5; J: -11

22: Cc1noc(NS(=O)(=O)c2ccc(NC(=O)CSc3nc4c(cc3C#N)CCC4)cc2)c1C
  A: 107; B: -25; C: -9; D: 1.4; E: /; F: 94; G: 0; H: 0; I: 3; J: -11

23: O=C(CCC(=O)N(CC(=O)NC1CCCCC1)Cc1ccco1)Nc1nccs1
  A: 93; B: -28; C: 0; D: -1.8; E: 10; F: 97; G: -1; H: 2; I: 20; J: 6

24: O=C1CC(c2ccccc2)c2ccc(O)cc2O1 (configuration not stated)
  A: 108; B: -41; C: -9; D: -0.6; E: 5; F: 110; G: /; H: 0; I: 6; J: -13

25: Cc1nn(-c2cc(N(S(C)(=O)=O)S(C)(=O)=O)c(Cl)cc2Cl)c(=O)n1C
  A: 97; B: -4; C: 2; D: -0.9; E: -5; F: 103; G: -2; H: 1; I: 3; J: -2

26: CCOC(=O)c1c(CNCCN(CC)CC)n(C)c2cc(Br)c(OC)cc12
  A: 59; B: -70; C: -7; D: -2.9; E: -1; F: 56; G: -1; H: 13; I: 15; J: 3

27: COc1ccc(CSc2nnc(SCc3ccc([N+](=O)[O-])cc3)s2)cc1
  A: 92; B: -39; C: 1; D: -3.2; E: -8; F: 95; G: 2; H: -1; I: 10; J: 5

28: Cc1ccc(S(=O)(=O)N2CCN(S(=O)(=O)N3CCCCC3)CC2)cc1
  A: 99; B: -51; C: 3; D: -0.2; E: -20; F: 106; G: -1; H: -2; I: 12; J: 1

Screening results (PubChem BioAssay)
